SR-BI DiI-HDL act: activators of SR-BI mediated HDL lipid uptake | activation, % at 12.5 µM | AID 504775 | 320,000 compounds, 0.096% hits | CHO ldlA[mSR-BI] cells, DiI-HDL uptake fluorescence, 3 h; 100 = double the neutral-control signal;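 active = mean replicate activation of at least 60% and every replicate at or above 60%; inconclusive = mean or all-replicate condition met, but not both; inactive = mean below 60% and not all replicates reaching 60%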;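 also: 0% = median plate neutral-control signal and 100% = twice that signal; values of inactives mirror those of a sister screen read the other way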
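material = CHO ldlA[mSR-BI] cells | medium = Ham's F12 with 0.5% BSA, HEPES 25 mM, pH 7.4 | reagent = fluorescent DiI-HDL, 10 µg/mL final | compound dosing = single-point compound dose | incubation = 3 h, 37 °C | measured by = bottom-read fluorescence, 550/595 nm | measure = HDL uptake via cellular fluorescence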
Rtt109 Vps75: inhibitors of Candida albicans Rtt109/Vps75 histone acetyltransferase; Q5AAJ8; 330,000 compounds, 0.16% hits; inhibition, % at 34.9 µM; AID 540336; purified Rtt109/Vps75, ThioGlo CoA-SH fluorescence, 4 h;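 active = inhibition of at least 50% in every replicate; inconclusive = best replicate reaches 50% inhibition but some replicates fall short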
Target sequence (Q5AAJ8 whole entry, looked up): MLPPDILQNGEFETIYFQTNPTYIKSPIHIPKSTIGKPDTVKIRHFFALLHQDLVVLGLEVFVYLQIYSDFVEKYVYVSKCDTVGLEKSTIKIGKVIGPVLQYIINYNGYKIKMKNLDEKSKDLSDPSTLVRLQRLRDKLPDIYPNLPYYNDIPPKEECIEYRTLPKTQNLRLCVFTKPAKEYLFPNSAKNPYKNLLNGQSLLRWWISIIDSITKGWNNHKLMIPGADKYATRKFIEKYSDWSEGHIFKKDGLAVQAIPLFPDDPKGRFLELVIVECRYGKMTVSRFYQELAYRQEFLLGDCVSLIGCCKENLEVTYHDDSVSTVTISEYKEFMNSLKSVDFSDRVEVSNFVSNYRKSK
Wnt bcat act: Wnt/beta-catenin pathway activation. Wnt/beta-catenin reporter cell assay, activator, plate reader. activation, % at 9.35 µM. AID 743398. 300,000 compounds, 1.2% hits; in the data active = activation above about 30%, passing the limit was not always enough; inconclusive = no clear call, values can overlap the other calls;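 also: 0% = neutral control wells and 100% = positive control wells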
PvdQ acylase: P. aeruginosa PvdQ acylase inhibition; purified PvdQ acylase, fluorescence plate reader; 340,000 compounds, 0.063% hits; inhibition, % at 10 µM; AID 488965; in the data active = inhibition above about 30%, passing the limit was not always enough; inconclusive = no clear call, values can overlap the other calls;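 also: 0% = vehicle neutral wells and 100% = reference inhibitor wells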
MITF act: activators of MITF-driven TRPM1 promoter activity in SK-MEL-5 cells; SK-MEL-5 TRPM1-promoter luciferase, 24 h; % of positive control, neutral wells = 0; activation, % at 12.5 µM; 300,000 compounds, 0.75% hits; AID 588334;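 active = mean activation of at least 80% with every replicate also reaching 80%; inconclusive = mean reaches 80% but some replicate falls short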;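 also: 0% = neutral control wells and 100% = parthenolide positive control wells; values of inactives mirror those of a sister screen read the other way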
RTF Ca sens act: cardiac RTF calcium sensitization; P19429+P45379; 340,000 compounds, 0.24% hits; IANBD-labeled TnC RTF fluorescence at EC20 calcium; 0% EC20 calcium, 100% full calcium; activation, % at 7.2 µM;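 active = activation above the mean over all tested compounds plus 3 SD, cut at about 30% in these data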;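 also: rise in fluorescence read as greater calcium sensitivity of cardiac thin filaments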
SR-BI DiI inh: mouse SR-BI HDL lipid transfer inhibition; ldlA[mSR-BI] CHO cells, DiI-HDL uptake fluorescence, 3 h; inhibition, % at 12.5 µM; 320,000 compounds, 0.96% hits;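 active = mean replicate inhibition of at least 70% and a set share of replicates each scoring 70 or more; inconclusive = meets just one of the two criteria; inactive = fails both criteria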;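 also: 0% = median of neutral control wells and 100% = median of positive control wells; values of inactives mirror those of a sister screen read the other way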
dFosB act: activators of mouse delta FosB homodimer; P13346; purified delta FosB, TAMRA-CDK5 oligo fluorescence polarization; percent of positive-control signal above neutral wells; activation, % at 25 µM; 340,000 compounds, 0.99% hits;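 active = mean activation above about 17%, with every replicate also reaching it, limit read from the data, passing the limit was not always enough; inconclusive = only one of the two conditions met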;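 also: fluorescence polarization rise as delta FosB binds a TAMRA Cdk5 AP-1 oligo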
Target sequence (P13346 whole entry, looked up): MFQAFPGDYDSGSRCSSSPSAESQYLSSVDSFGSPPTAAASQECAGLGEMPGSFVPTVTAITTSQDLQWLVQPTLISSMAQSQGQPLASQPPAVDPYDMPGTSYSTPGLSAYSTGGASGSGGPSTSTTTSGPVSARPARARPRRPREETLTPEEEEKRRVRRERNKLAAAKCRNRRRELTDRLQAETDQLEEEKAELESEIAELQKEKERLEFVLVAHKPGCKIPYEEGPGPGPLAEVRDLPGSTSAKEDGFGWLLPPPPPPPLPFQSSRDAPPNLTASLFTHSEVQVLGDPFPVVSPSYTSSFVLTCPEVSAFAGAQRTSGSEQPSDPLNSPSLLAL
CDK5 inh: CDK5/p35 (human) kinase inhibition | Recombinant CDK5/p35, ADP-Glo luminescence, 60 min | inhibition, % at 10 µM | 330,000 compounds, 0.01% hits | AID 488839;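 active = highest replicate inhibition of at least 50% and at least 75% of replicates reaching 50%; inconclusive = only one of the two criteria met; inactive = both criteria failed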;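 also: plate controls were DMSO neutral control for no effect and GW8510 at 10 µM for full effect; many of its hits are not listed in these tables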
HTR5A ag ctr: counter-screen for OPRM1-OPRD1 agonists: human HTR5A agonism; P47898; HTR5A agonist assay, luminescence, cell-based; activation, % at 9.3 µM; 340,000 compounds, 0.61% hits; AID 504692; in the data active = activation mostly above about 9.5%, no sharp cut-off; inactive = mostly below about 7.6%;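 also: 0% = cells with vehicle only and 100% = reference agonist; strong numbers were not always called active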
Target sequence (P47898 whole entry, looked up): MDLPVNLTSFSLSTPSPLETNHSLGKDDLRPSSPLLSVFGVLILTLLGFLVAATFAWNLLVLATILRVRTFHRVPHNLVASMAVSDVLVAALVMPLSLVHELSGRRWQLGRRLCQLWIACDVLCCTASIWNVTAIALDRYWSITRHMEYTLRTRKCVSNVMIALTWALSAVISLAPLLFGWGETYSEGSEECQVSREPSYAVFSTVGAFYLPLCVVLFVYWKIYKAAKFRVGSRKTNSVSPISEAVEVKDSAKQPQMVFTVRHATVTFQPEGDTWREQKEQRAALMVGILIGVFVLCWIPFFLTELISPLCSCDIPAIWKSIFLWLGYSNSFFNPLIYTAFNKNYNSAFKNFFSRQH
* hit, by the source's call; ? = inconclusive; . = no result given; & = joins results of further samples. Compounds as they come (roughly 4.4% active in at least one column).

SMILES	SR-BI DiI-HDL act	Rtt109 Vps75	Wnt bcat act	PvdQ acylase	MITF act	RTF Ca sens act	SR-BI DiI inh	dFosB act	CDK5 inh	HTR5A ag ctr
COc1ccc(C(c2oc(CO)cc(=O)c2O)c2oc(CO)cc(=O)c2O)cc1	10	-5	0	-16	-7	0	-10	1	0.6	-3
Cc1noc(C)c1S(=O)(=O)N(CC(=O)NC1CCCC1)c1ccc(C(C)C)cc1	18	-3	-1	-13	2	-6	-18	-4	1.0	-1
O=C1c2ccccc2C(=O)N1c1nc2nccc(-c3ccccc3)n2n1	16	8	-4	6	.	3	-16	-3	-1.6	0
O=C(NC(=S)N1CCN(Cc2ccccc2)CC1)c1ccco1	34	-2	0	-14	-2	0	-34	3	-0.6	4
COc1ccc(NC(=O)c2cncc(Br)c2)cc1S(N)(=O)=O	12	5	-1	-16	7	-3	-12	-6	3.4	-2
CCOC(=O)c1c(C)oc2c1cc(O)c1ccccc12	-19	13	.	13	47	-10	19	-8	1.0	11
Cc1ccc(S(=O)(=O)N2CCCC(C(=O)NC3CC3)C2)cc1 (stereo not given)	9	-13	-1	-5	2	-4	-9	5	0.9	3
CCN(CC(=O)Nc1ccc(NC(C)=O)cc1)C(=O)c1ccc(S(=O)(=O)N2CCCC2)cc1	17	-4	1	9	.	-3	-17	-1	-1.8	2
O=C(OC(C(=O)NCc1ccc2c(c1)OCO2)c1ccc(Cl)cc1)c1ccco1 (stereo not given)	42	24	.	-3	.	1	-42	0	-0.5	3
COc1ccc(NC(=O)COc2ccc3c(c2)OCO3)cc1	.	1	2	7	6	-3	.	-7	0.6	-2
COc1ccccc1-c1c(C)nn2c(N)c(-c3ccc(Cl)cc3)cnc12	-43	2	1	-15	.	0	43	-1	-2.6	-1
CCN(CC)C(=O)CSc1nc2ncc(Br)cc2[nH]1	25	-1	-1	-16	2	1	-25	-6	5.7	0
CCOc1ccccc1N1CC(C(=O)N2CCOCC2)CC1=O (stereo not given)	.	-4	0	-1	-1	-1	.	-7	-1.8	2
COc1ccc(-c2nnc(N3CCOCC3)c3ccccc23)cc1	-5	-2	1	-8	-2	-3	5	-5	0.5	-3
Cc1ccc(S(=O)(=O)N2CCOC23CCN(C(=O)C(=O)NCc2ccccc2)CC3)cc1	9	1	-2	-12	-6	-2	-9	-11	-1.0	0
CCCC/C(C)=N/NC(=O)NC1CCCCC1	8	4	.	1	-6	-3	-8	-2	0.2	4
CS(=O)(=O)N1CCN(c2ccc([N+](=O)[O-])c(NCc3ccccc3)c2)CC1	-30	-2	-4	-11	1	-2	30	-7	0.8	2
Cc1ccccc1CN(c1ccc(C(=O)N2CCc3ccccc3C2)cc1)S(C)(=O)=O	-14	.	.	-9	.	-1	14	-15	0.4	6
Cc1nonc1NC(=O)N1CCCC1	24	3	2	-9	.	5	-24	2	0.5	-4
CC1Nc2ccccc2C(=O)N1NS(=O)(=O)c1ccccc1 (stereo not given)	-7	-4	0	-15	1	5	7	5	-0.9	3

A portion of the results above:
SMILES	SR-BI DiI-HDL act	Rtt109 Vps75	Wnt bcat act	PvdQ acylase	MITF act	RTF Ca sens act	SR-BI DiI inh	dFosB act	CDK5 inh	HTR5A ag ctr
CCN(CC(=O)Nc1ccc(NC(C)=O)cc1)C(=O)c1ccc(S(=O)(=O)N2CCCC2)cc1	17	-4	1	9	.	-3	-17	-1	-1.8	2
O=C(OC(C(=O)NCc1ccc2c(c1)OCO2)c1ccc(Cl)cc1)c1ccco1 (stereo not given)	42	24	.	-3	.	1	-42	0	-0.5	3
COc1ccc(NC(=O)COc2ccc3c(c2)OCO3)cc1	.	1	2	7	6	-3	.	-7	0.6	-2
COc1ccccc1-c1c(C)nn2c(N)c(-c3ccc(Cl)cc3)cnc12	-43	2	1	-15	.	0	43	-1	-2.6	-1
CCN(CC)C(=O)CSc1nc2ncc(Br)cc2[nH]1	25	-1	-1	-16	2	1	-25	-6	5.7	0
CCOc1ccccc1N1CC(C(=O)N2CCOCC2)CC1=O (stereo not given)	.	-4	0	-1	-1	-1	.	-7	-1.8	2
COc1ccc(-c2nnc(N3CCOCC3)c3ccccc23)cc1	-5	-2	1	-8	-2	-3	5	-5	0.5	-3
Cc1ccc(S(=O)(=O)N2CCOC23CCN(C(=O)C(=O)NCc2ccccc2)CC3)cc1	9	1	-2	-12	-6	-2	-9	-11	-1.0	0
CCCC/C(C)=N/NC(=O)NC1CCCCC1	8	4	.	1	-6	-3	-8	-2	0.2	4
CS(=O)(=O)N1CCN(c2ccc([N+](=O)[O-])c(NCc3ccccc3)c2)CC1	-30	-2	-4	-11	1	-2	30	-7	0.8	2
Cc1ccccc1CN(c1ccc(C(=O)N2CCc3ccccc3C2)cc1)S(C)(=O)=O	-14	.	.	-9	.	-1	14	-15	0.4	6
Cc1nonc1NC(=O)N1CCCC1	24	3	2	-9	.	5	-24	2	0.5	-4
CC1Nc2ccccc2C(=O)N1NS(=O)(=O)c1ccccc1 (stereo not given)	-7	-4	0	-15	1	5	7	5	-0.9	3

Further results follow.
SMILES	SR-BI DiI-HDL act	Rtt109 Vps75	Wnt bcat act	PvdQ acylase	MITF act	RTF Ca sens act	SR-BI DiI inh	dFosB act	CDK5 inh	HTR5A ag ctr
Cn1c(=O)c2c(nc(N3CCN(Cc4ccccc4)CC3)n2CC(=O)c2ccccc2)n(C)c1=O	7	3	.	-16	1	12	-7	-14	-6.9	-3
Cn1c(CCNC(=O)OC(C)(C)C)n[nH]c1=S	-2	24	.	10	8	5	2	-3	-1.8	0
Cn1c(=O)c(=O)n(C)c2cc(S(=O)(=O)N3CCCC3C(=O)Nc3ccc(F)cc3)ccc21 (stereo not given)	-7	-3	1	-9	3	5	7	-7	1.8	-3
COc1cccc2sc(N(CCN(C)C)C(=O)c3ccc(S(=O)(=O)N4CCCC4)cc3)nc12	25	3	-1	2	-2	13	-25	-9	0.1	3
O=C(CN1CCN(S(=O)(=O)c2ccc(Br)s2)CC1)NC1CCCCC1	6	-4	-2	-9	-2	3	-6	-11	-1.5	3
O=C1c2cc(F)ccc2OC2(CCNCC2)C12CC(c1ccccc1)=NO2 (stereo not given)	6	21	-2	1	12	-5	5	-3	1.2	0
COc1ccc(NC(=O)N2CCCC(c3nc(-c4ccc(F)cc4)no3)C2)cc1 (stereo not given)	-4	.	-2	-11	14	1	4	-6	-2.1	-2
Cc1[nH][nH]c(=O)c1C=Nc1ccc(C(F)(F)F)cc1	0	.	-1	-8	-3	4	0	-3	-1.0	6
CCCCc1nnc(NC(=O)c2cccc(S(=O)(=O)N3CCN(C)CC3)c2)s1	20	-1	-4	-5	1	-4	-20	-11	-0.5	4
CC(C)(CN1CCCC1)NS(=O)(=O)c1ccc(Cl)cc1	10	7	1	20	-1	-2	-10	-6	-0.2	4
COC(=O)C[C@H]1c2cc(C(F)(F)F)ccc2S(=O)(=O)N1Cc1ccccc1OC	-8	-6	-2	-10	4	3	8	-8	-0.8	8
CCOC(=O)c1cc2c(=O)n3ccccc3nc2n(Cc2ccco2)c1=NC(=O)c1ccc(OC)cc1OC	1	2	1	-17	-4	7	-1	-18	-2.9	4
COC(=O)c1cc(NC(=O)c2ccc(OC)cc2)c(=O)oc1C	-17	-7	0	0	28	11	17	-8	-0.4	0
CC1CCCC(NC(=O)Cn2c(Cl)nc3c2c(=O)n(C)c(=O)n3C)C1C (stereo not given)	0	-4	-5	2	-20	-2	0	-2	0.2	.
O=S(=O)(NC1CCCCC1)c1ccc(-c2csnn2)s1	17	-3	-3	-10	.	-2	-17	-10	0.6	6
O=C(CN1CCCCCC1)NCCN1C(=O)S/C(=C\c2ccccc2Cl)C1=O	-4	-10	-1	-3	1	-1	4	4	-1.3	-4
Cc1nn(CC(=O)NCCC2=CCCCC2)c(C)c1S(=O)(=O)N(C)C	-3	3	-1	-9	8	-1	3	-7	-0.7	-5
C=CCSc1nnc(NC(=O)c2c(CC)noc2C)s1	2	-8	0	-17	-7	-6	-2	0	1.3	2
CC(=O)NC(c1ccccc1)c1cc([N+](=O)[O-])c2cccnc2c1O (stereo not given)	26	0	0	4	-14	-5	-26	-14	-1.8	2
CC1CCCN(C(=O)C(=O)Nc2ccc3nc4n(c(=O)c3c2)CCCCC4)C1 (stereo not given)	-5	9	-6	-10	.	3	5	-14	-1.9	2
Cc1cc(C)nc(NS(=O)(=O)c2ccc(CC(C)C)cc2)c1	14	7	-1	5	-3	3	-14	-7	-0.6	-1
CNc1nc(C)nc(-c2ccccc2O)n1	-6	-7	5	-13	16	-1	6	-7	2.1	11
Cc1ccc(C(=O)NCc2ccc3c(c2)OCO3)o1	-7	5	4	6	-2	-3	7	-7	1.3	-1
CC(=O)c1ccc(NC(=S)NC(=O)Cc2ccc(Cl)cc2)cc1	5	6	-1	-2	9	-6	-5	?	0.2	2
CC(C)OC(=O)/C(C#N)=C\c1cccnc1	-1	-6	-1	1	2	0	1	-5	0.6	0
COc1ccc(C2CC(c3ccccc3)=NN2C(=O)COC(=O)c2cccc(O)c2)cc1 (stereo not given)	-15	-7	-10	-18	-9	5	15	-6	-0.8	-3
C=CCn1c(P(C)(=O)O)nc2ccccc21	28&31	2&2	-4	5&12	12&0	-1&-2	-28&-31	-1&-4	2.9&3.2	7&3
CC(=O)N1CC(C(=O)Nc2ccc3c(c2)OCO3)Oc2ccccc21 (stereo not given)	-8	13	-3	14	15	-5	8	-6	0.1	1
COc1ccc2nc3cc([N+](=O)[O-])ccc3c(NNc3ccc([N+](=O)[O-])cc3)c2c1	-121	-8	-7	-7	-6	-6	121*	1	0.6	2
COc1ccc(CC(=O)NCC2CCCCC2)cc1OC	26	.	-4	-14	-14	7	-26	-1	0.5	-2
OC(COc1ccccc1CNCc1cccnc1)CN1CCc2ccccc2C1 (stereo not given)	.	2	-2	-2	-12	1	.	-5	-0.1	0
COc1ccc(CNc2nc3c(c(=O)[nH]c(=O)n3C)n2CCCc2ccccc2)cc1	7	7	.	-12	4	2	-7	-1	-0.3	-5
CCOC(=O)C1CCCN(C(=O)COc2ccc(S(=O)(=O)N(CC)c3ccccc3)cc2)C1 (stereo not given)	16	8	0	6	8	0	-16	-5	-2.7	-4
CCOC(=O)Cn1cnc(-c2ccc([N+](=O)[O-])cc2)c1	5	10	24	8	32	-2	-5	-5	.	6
Cn1c(N)c(C(=O)COC(=O)Cc2ccccc2F)c(=O)n(C)c1=O	-7	0	2	-9	5	-7	7	-1	-1.1	2

Screening results (PubChem)
